# GRK2 inh – blocks RNA aptamer binding to human GRK2 | AID 488847 | actives 0.59% (n = 330,000) | bead flow cytometry, FAM-aptamer displacement from GRK2 | inhibition of aptamer binding, % at 10 µM | P25098;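 active = inhibition of aptamer binding above 40%, roughly 3 SD of noise, on plates passing a quality check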;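 note: median bead fluorescence of bound FAM aptamer so fluorescent compounds give negative values; no value below 0 was filed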
# RPL19A-GFP yeast – alters RPL19A-GFP fluorescence in TOR pathway yeast screen. S. cerevisiae RPL19A-GFP strain, flow cytometry, 3 h; active compounds read low. percent response vs DMSO, % at 10 µM. actives 0.3% (n = 330,000). AID 2025;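 active = percent response vs DMSO below 50%; inconclusive = fewer than 70 events counted for the yeast strain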;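 note: median channel GFP fluorescence of the barcoded RPL19A-GFP strain; ratio of sample median GFP to plate DMSO average so 100% = DMSO; lower means less RPL19A-GFP as with rapamycin TOR inhibition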
# VLA-4 inh – inhibition in a human VLA-4 binding assay; VLA-4 expressing cells, ligand binding flow cytometry; inhibition, % (about 7 µM as worked out from the volumes in the protocol); actives 0.2% (n = 330,000); AID 2557; in the data active = inhibition above about 50%
# Target sequence (P13612 whole entry, looked up): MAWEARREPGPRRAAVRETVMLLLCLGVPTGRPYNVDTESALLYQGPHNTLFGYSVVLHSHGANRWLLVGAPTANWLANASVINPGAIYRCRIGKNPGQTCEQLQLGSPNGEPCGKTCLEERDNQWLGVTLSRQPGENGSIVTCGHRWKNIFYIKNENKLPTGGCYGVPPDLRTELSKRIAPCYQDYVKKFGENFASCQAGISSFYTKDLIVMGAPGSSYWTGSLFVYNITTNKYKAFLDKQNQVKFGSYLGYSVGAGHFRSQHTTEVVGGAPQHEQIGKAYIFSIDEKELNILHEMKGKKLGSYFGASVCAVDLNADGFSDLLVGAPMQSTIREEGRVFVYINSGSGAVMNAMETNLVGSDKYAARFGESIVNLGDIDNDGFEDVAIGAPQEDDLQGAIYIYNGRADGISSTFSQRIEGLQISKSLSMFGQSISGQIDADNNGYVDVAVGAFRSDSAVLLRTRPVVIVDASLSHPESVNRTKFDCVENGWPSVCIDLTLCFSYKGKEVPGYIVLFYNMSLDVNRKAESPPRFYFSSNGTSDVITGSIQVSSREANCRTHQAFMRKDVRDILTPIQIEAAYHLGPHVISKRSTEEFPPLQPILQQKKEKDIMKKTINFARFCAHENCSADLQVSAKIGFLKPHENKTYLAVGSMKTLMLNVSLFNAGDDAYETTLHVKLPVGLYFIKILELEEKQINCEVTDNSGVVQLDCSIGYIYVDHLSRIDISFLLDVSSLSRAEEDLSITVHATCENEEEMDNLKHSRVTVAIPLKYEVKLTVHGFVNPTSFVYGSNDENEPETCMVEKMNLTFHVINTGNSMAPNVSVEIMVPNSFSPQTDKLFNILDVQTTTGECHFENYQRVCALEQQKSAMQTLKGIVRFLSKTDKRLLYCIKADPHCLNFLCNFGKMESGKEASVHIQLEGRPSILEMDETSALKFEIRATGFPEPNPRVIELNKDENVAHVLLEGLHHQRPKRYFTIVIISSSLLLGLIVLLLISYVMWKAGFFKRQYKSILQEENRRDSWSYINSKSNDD
# AGP1-GFP MLPCN – modulators of TOR pathway AGP1-GFP in S. cerevisiae; S. cerevisiae AGP1-GFP multiplex flow cytometry, 3 h; GFP as percent of DMSO wells; GFP response vs DMSO, % at 10 µM; actives 0.02% (n = 320,000); AID 2066;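 active = GFP response relative to DMSO above a set limit, near screen average plus 3 SD, cut at about 150% in these data; inconclusive = fewer than 70 cells counted for the yeast strain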;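 note: median GFP channel fluorescence of the gated AGP1 strain per well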
# MEP2-GFP yeast – modulators of TOR pathway MEP2-GFP in S. cerevisiae | GFP response vs DMSO, % at 10 µM | actives 0.51% (n = 330,000) | S. cerevisiae MEP2-GFP strain, flow cytometry GFP, 3 h; 100% = DMSO control level;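 active = GFP response versus DMSO above a set limit, roughly screen mean plus 3 SD, cut at about 180% in these data; inconclusive = fewer than 70 cells counted for a yeast strain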;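 note: median GFP fluorescence of the barcode-gated MEP2-GFP cells per well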
# CIT2 TOR yeast – modulators of TOR pathway CIT2-GFP in S. cerevisiae. S. cerevisiae CIT2-GFP strain, flow cytometry, 3 h; 100 means same as DMSO wells. GFP response vs DMSO, % at 10 µM. actives 0.065% (n = 320,000);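 active = GFP response relative to DMSO above a set limit, near the screen mean plus 3 SD, cut at about 150% in these data; inconclusive = Fewer than 70 cells measured for a yeast strain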;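 note: ratio of well median GFP fluorescence to mean of DMSO wells on the plate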
# LAP4 TOR yeast – modulators of TOR pathway LAP4-GFP in S. cerevisiae. AID 2023. actives 0.34% (n = 320,000). S. cerevisiae LAP4-GFP multiplex, flow cytometry GFP, 3 h; median GFP as percent of DMSO wells. GFP response vs DMSO, % at 10 µM;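 active = GFP response vs DMSO above a set limit, about the screen mean plus 3 SD, cut at about 150% in these data; inconclusive = under 70 cell events counted for the yeast strain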
# Yeast superoxide – lowers age-related superoxide in aged yeast cells. actives 0.18% (n = 330,000). S. cerevisiae aged cells, superoxide DHE fluorescence; active compounds read low. superoxide response (% of plate mean), % at 10 µM;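 active = superoxide response under a set limit, about three screen SD below normal, cut at about 65% in these data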;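 note: yeast aged for seven days with compound at 30 °C before DHE staining; 100% = average MFI of all compound-treated wells on the plate with controls excluded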
# * = called active by the depositor; i = inactive; u = inconclusive; x = not tested or not shown; & = joins results of further samples. The order is random. Share with any hit: about 1.7%.
SMILES,GRK2 inh,RPL19A-GFP yeast,VLA-4 inh,AGP1-GFP MLPCN,MEP2-GFP yeast,CIT2 TOR yeast,LAP4 TOR yeast,Yeast superoxide
CCOC(=O)C1=C(C)OC(N)=C(C(=O)OCC)C1c1ccncc1 (stereo unspecified),0,103,2,104,92,100,102,98
CN(C)/C=C1/C(=O)Nc2ccccc21,0,95,-5,87,86,89,91,94
O=C(c1ccco1)N1CCN(C(=S)NCc2ccc(F)cc2)CC1,0,96,7,90,94,91,82,102
O=C1NC(=Nc2ccccc2)CS1,2,101,-17,118,98,99,113,96
Cc1ccc(-c2noc(=O)n2CC(=O)c2ccc(Cl)cc2)cc1,0,95,1,97,100,100,93,111
CC(=O)c1cccc(NC(=O)c2cc(S(=O)(=O)N3CCOCC3)cs2)c1,0,96,5,87,90,x,68,90
Clc1cccc(N2CCN(Cc3nnc(-c4ccccc4)o3)CC2)c1,0,97,9,95,100,101,102,125
COc1cc(NC(=O)CCC2CCCC2)cc(-n2cnnn2)c1,5,108,18,97,95,92,86,111
CCOC(=O)c1nc(N)sc1C(=O)OCC,3,100,3,104,95,103,94,95
COCCn1c(C)cc(C(=O)COc2ccc(N(C)S(=O)(=O)c3ccc(C)cc3)cc2)c1C,0,96,19,99,101,95,105,104
Cc1nn(CC#N)c(=O)n1-c1ccccc1F,5,100,5,100,99,101,104,101
CCCNC(=O)Cc1c(C)n(C(=O)c2ccc(Cl)cc2)c2ccc(OC)cc12,4,96,18,90,90,90,88,99
O=C(N/N=C/c1ccc(Br)o1)c1cncc(Br)c1,0,99,17,100,101,100,106,80
O=C(CNS(=O)(=O)c1ccc(Cl)c(C(F)(F)F)c1)NC1CCCCCC1,43*,113,37,111,111,114,108,116
Cc1csc(=O)n1CC(=O)OCC(=O)Nc1ccccc1C(C)C,7,97,-17,99,96,99,101,102
Nc1ccc(C#Cc2ccccc2)cc1,1,100,-3,101,99,103,110,98
CC(C)(C)c1ccc(CN2N=C(/C=C/c3ccccc3)CCC2=O)cc1,2,95,5,96,93,86,106,104
O=C(c1noc2c1CCCC2)N1CCN(Cc2ccccc2)CC1,3,105,x,104,104,100,106,97
CCOC(=O)CNC(=O)CN1C(=O)CCSc2ccccc21,2,100,-7,103,92,108,97,83
Cc1cc(-c2c(C)[nH]n(-c3ccccc3)c2=O)n(-c2ccccc2)n1,0,101,-4,x,97,94,97,93
CN(C)C(CNC(=O)C1CCN(S(=O)(=O)c2cccc(C(F)(F)F)c2)CC1)c1ccccc1 (stereo unspecified),0,103,10,101,106,103,91,96
CC(C)c1ccc(/C=C/C(=O)Nc2nncs2)cc1,x,99,25,89,104,96,92,102
Cc1snc(S(=O)(=O)Cc2c(Cl)cccc2Cl)c1C#N,0,98,-10,107,101,103,102,89
CCCOc1ccc(CN(CCO)CCO)cc1C(=O)OC,0,104,10,101,97,95,104,109
Cc1cc2nnc(SCC(=O)N3CCCCCC3)n2c(N)n1,0,100,17,96,98,98,80,121
Nc1nc2ccc(OC(F)(F)F)cc2s1,0&0,98&99,35&-15,86&81,98&90,85&84,108&99,100&113
Cc1cc(OCCN2CCCCCC2)ccc1[N+](=O)[O-],2,101,11,97,109,98,94,120
CCOCC(=O)Nc1nc2c(s1)C(=O)CC(C)(C)C2,1,106,2,102,101,104,100,107
Cc1ccc(-c2nnc(SCC(=O)NCCN3C(=O)CSC3=O)n2C)cc1,0,97,4,93,98,97,97,90
COc1ccc(N2CC(C(=O)NC3CCCCC3)CC2=O)cc1 (stereo unspecified),0,93,13,88,102,95,87,88
CCOc1ccc(/C=C/C2=NNC(=O)CC2)cc1,0,96,8,91,95,98,103,89
COc1ccc(NC(=O)C(C)N2C(=O)c3ccccc3S2(=O)=O)c(OC)c1 (stereo unspecified),2,89,-5,100,90,86,96,92
CCc1nnc(NC(=O)CSc2sc3c(O)cc(=O)[nH]c3c2C#N)s1,9,104,-1,109,102,112,97,82
CCn1ccnc1CN(C)Cc1c(C(=O)N2CCCCCCC2)nc2ccc(Cl)cn12,2,87,13,101,98,104,98,96
COc1ccccc1OCCC(=O)NCc1ccc2c(c1)OCO2,3,102,-1,104,100,104,103,86
COC(=O)c1ccc(-c2ccco2)n1Cc1cc(C)ccc1C,1,90,-5,35,113,59,80,109
COc1cccc(Cn2c(Oc3cccc(C)c3)nc3c2c(=O)n(C)c(=O)n3C)c1,0,98,-5,98,101,93,96,94
CCN(C[C@H]1N[C@@](CC)(C(=O)OC)[C@H]2C(=O)N(Cc3ccccc3)C(=O)[C@@H]12)S(=O)(=O)c1ccc(C)cc1,0,98,-20,100,96,100,94,114
COc1c(C(=O)NC(=S)Nc2nnn(C)n2)cc2ccccc2c1Br,0,104,3,91,98,90,69,101
CCOC(=O)c1cc(CC)sc1NC(=O)CN1C(=O)C(=O)N(CC(C)C)C1=O,0,96,-1,97,94,90,100,131
O=C(O)c1nc2nc(Cl)c(Cl)nc2[nH]1,0,104,-7,106,102,105,93,115
CCN(CC)CC#CCC(O)(c1ccccc1)C1CCCCC1 (stereo unspecified),0,104,3,107,104,101,101,90
C/C(=N\NC(=O)c1ccoc1C)c1ccc(Br)s1,0,103,1,101,101,110,106,94
O=C(Nc1ccc(Cl)cc1)N1CC=CCC1,0,104,18,104,106,110,111,103
N#CCCC(CCC#N)(CCC#N)c1cc[n+](CCc2ccccn2)cc1,2,102,-1,112,108,103,101,110
CCC(C)(C)n1nnnc1C(c1ccncc1)N1CCC(Cc2ccccc2)CC1 (stereo unspecified),0,99,3,104,101,95,93,100
CCNC(=O)c1cc(S(=O)(=O)N2CCSCC2)ccc1OC,0,102,14,98,109,104,90,80
C=CCn1c(SCc2nnc(-c3ccccc3)o2)nnc1C(O)c1ccccc1 (stereo unspecified),4,107,-8,105,108,108,104,114
O=C(Nc1cccc(F)c1)C1CCCN1S(=O)(=O)c1cccc2cccnc12 (stereo unspecified),0,99,-1,103,101,103,96,101
CC(C)(C)CC(=O)NC(=S)NCc1ccccc1,0,97,0,97,89,85,114,98
Cc1ccc(S(=O)(=O)N(C)c2ccc3sc(C)nc3c2)cc1,2,97,2,92,97,86,108,93
Cc1cccc(C(=O)N/N=C/c2ccc3c(c2)OCO3)n1,1,97,5,99,95,97,102,96
CCC(=O)Nc1cc(-c2nc3ncccc3o2)ccc1Cl,0,107,-28,96,110,106,101,104
[O-]C1=N/[N+](=C/c2ccccc2)CC1,0,97,6,107,89,102,102,95
Nc1cc(=O)[nH]c(SCc2cccc(Cl)c2)n1,2,103,-5,103,122,108,108,102
O=C(Nc1nnc(-c2ccco2)o1)C1CC1,1,96,-4,97,111,112,96,99
O=C(Nc1cccc(S(=O)(=O)N2CCCC2)c1)c1cc(S(=O)(=O)N2CCOCC2)ccc1F,4,95,3,109,95,94,105,99
NNC(=S)Nc1c(Br)cc(F)cc1Br,0,99,-1,127,99,113,113,104
O=S(=O)(Cc1ccccc1)N1CCN(Cc2ccccc2)CC1,0,98,0,102,97,103,100,i
O=C(Cn1[nH]c(=O)c2ccccc2c1=O)NCCN1C(=O)S/C(=C\c2ccccc2)C1=O,5,96,-16,95,93,102,91,105
# Later entries.
SMILES,GRK2 inh,RPL19A-GFP yeast,VLA-4 inh,AGP1-GFP MLPCN,MEP2-GFP yeast,CIT2 TOR yeast,LAP4 TOR yeast,Yeast superoxide
CC/C(=N/NC(=O)c1ccccc1O)c1c(C)[nH]n(-c2ccccc2)c1=O,0,101,7,107,103,98,107,112
Cc1c(C(=O)Nc2cccc(S(=O)(=O)N3CCOCC3)c2)oc2ccccc12,3,95,-8,99,108,100,99,85
COc1cc(OC)cc(C(=O)N[C@H](C(=O)OCC(=O)c2c[nH]c3ccccc23)C(C)C)c1,0,99,4,100,99,97,96,85
O=C(O)CCC(=O)Nc1nc(-c2ccccc2)cs1,1,105,-1,105,102,104,102,88
CN(C)S(=O)(=O)N1CCC(Oc2ccc(C(=O)NC3CCCCC3)cc2)CC1,3,101,0,97,99,101,105,115
CSCCC(NS(=O)(=O)c1ccc(C)cc1)C(=O)NNC(=O)c1csc(N2CCOCC2)n1 (stereo unspecified),3,111,16,95,104,101,89,101
COc1ccc(N(C(=O)Cn2cnc3ccccc32)C(C(=O)NC2CCCCC2)c2ccccc2)cc1 (stereo unspecified),2,90,-1,92,91,91,87,87
Cc1ccccc1C(=O)Nc1ccc2c(c1)OCO2,1,90,7,86,99,82,103,96
Cc1cccc(NC(=O)Nc2cnccn2)c1C,0,96,3,99,89,96,91,101
CCOC(=O)c1oc2ccccc2c1CN1CCOCC1,0,100,0,95,96,97,101,108
Nc1ccccc1S(=O)(=O)C(F)F,1,102,6,118,104,102,114,99
CCCC(=O)N=C1SC2CS(=O)(=O)CC2N1c1ccc(CC)cc1 (stereo unspecified),0,95,-1,95,95,95,95,95
Cc1cccc(N2CCN(C(=O)c3ccc(Cl)c(S(=O)(=O)N4CCc5ccccc5C4)c3)CC2)c1C,0,97,26,96,100,96,86,95
Cc1ccc(NC(=S)NNc2ncc(C(F)(F)F)cc2Cl)c(C)c1,0,97,12,92,92,x,83,114
CSCCC(NC(=O)C1CCC(C)CC1)C(=O)Nc1ccc(NC(C)=O)cc1 (stereo unspecified),0,101,13,102,110,98,97,103
C=CCn1c(C)nnc1SCC(=O)NC1CCCCC1,0,98,4,98,97,88,96,98
CC(NC(=O)NNC(N)=S)(C(F)(F)F)C(F)(F)F,0,u,2,x,u,x,x,106
CC(C)c1nnc(NC(=O)CCC(=O)NCc2ccco2)s1,1,115,-10,83,95,82,76,83
O=C(Nc1ccc2ccccc2c1)[C@@H]1C[C@H]1[C@@H](NP(=O)(c1ccccc1)c1ccccc1)c1ccccc1,0,99,40,86,90,97,120,111
CC12CCC(C(=O)N3CCCCCC3)(OC1=O)C2(C)C (stereo unspecified),1,x,27,102,104,131,106,100
CC[C@H](C)[C@H](NC(=O)c1ccccc1)C(=O)NC(CC(=O)O)c1ccc(F)cc1 (stereo partly specified),0,100,-3,98,105,105,100,96
Cc1ccc(C(C)C)c(OCC(=O)NCC(c2cccs2)N2CCOCC2)c1 (stereo unspecified),3,105,0,111,102,116,106,103
O=C(CNC(c1ccccc1)c1ccccc1)NCc1ccccc1Cl,0,102,-10,96,112,102,90,100
COc1ccc(C(=O)NCC(C)(C)SCc2c(C)cc(C)cc2C)cc1,50*,100,19,98,106,93,104,110
CCCCNCC(=O)Nc1sc(C)c(C)c1C(=O)OCC,2,100,0,103,102,104,99,88
COc1ccc(-c2nnc(SCc3ccc(C(=O)O)cc3)n2N)cc1,5,100,7,107,100,109,104,112
O=C(O)c1ccc(/C=N/N2CCN(C3c4ccccc4-c4ccccc43)CC2)cc1,0,96,6,99,100,87,102,91

# Compound activity from PubChem.
